inhibitors of VEEV: inhibitors of VEEV TC-83 cytopathic effect, confirmation, Vero cells (AID 588727). Vero cells, VEEV TC-83 cytopathic effect inhibition; higher % means a stronger effect. inhibition, % at 20 µM; hits with a dose series show IC50 in µM. 350,000 compounds, 0.13% hits; in the data active = a potency from the dose series; inconclusive = inhibition mostly from about 14% at the one dose, without a potency; inactive = the rest, 99 in 100 with inhibition below about 12%; note: strong numbers were not always called active
tuberculosis growth: growth inhibition of non-replicating M. tuberculosis (AID 488890). 320,000 compounds, 0.39% hits. inhibition, % at 25 µM; hits with a dose series show IC50 in µM. Mycobacterium tuberculosis non-replicating, growth inhibition; higher % means a stronger effect; in the data active = a potency from the dose series; inconclusive = inhibition mostly from about 82% at the one dose, without a potency; inactive = the rest, 99 in 100 with inhibition below about 76%;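 note: plate controls were DMSO cells for no effect and high antibiotic wells for full effect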
M. tuberculosis HTS: M. tuberculosis growth inhibition, HTS (AID 449762). M. tuberculosis H37Rv growth inhibition, 7H9 media; higher % means a stronger effect. one-dose inhibition, % at 25 µM; IC50 in µM for titrated hits. 330,000 compounds, 0.59% hits; in the data active = a potency from the dose series; inconclusive = inhibition above about 70% without an active follow-up result;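 note: bacterial growth assessed after seven days of incubation; strong numbers were not always called active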
H1N1 NS1A inhibition: H1N1 influenza NS1A inhibitors, functional cell based assay (AID 504329). NS1A functional cell-based assay, percent inhibition; higher % means a stronger effect. 340,000 compounds, 0.3% hits. inhibition, % at 12.5 µM, or IC50 in µM where a hit was titrated; in the data active = a potency from the dose series; inconclusive = inhibition above about 27% without an active follow-up result; note: strong numbers were not always called active
PhoP GFP inhibition: PhoP regulon inhibitors, Salmonella typhi PhoP promoter GFP reporter, confirmatory (AID 1850); 310,000 compounds, 0.33% hits; inhibition, % at 50 µM; hits with a dose series show IC50 in µM; Salmonella Typhi PhoP-promoter GFP reporter, fluorescence, 4 h; higher % means a stronger effect; in the data active = a potency from the dose series; inconclusive = inhibition mostly from about 25% at the one dose, without a potency; inactive = the rest, 99 in 100 with inhibition below about 19%;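 note: 0% = induced wells with vehicle and 100% = uninduced wells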
inhibitors of VEEV 10K pilot screen: recorded beside inhibitors of VEEV, whose call it bears; inhibition, %; measured here: 10K pilot screen inhibition
Active calls of the source: *; i = inactive; ? = inconclusive; / = not tested or not shown. No enrichment for hits (roughly 1.6% active in at least one column).

SMILES	inhibitors of VEEV	tuberculosis growth	M. tuberculosis HTS	H1N1 NS1A inhibition	PhoP GFP inhibition	others
CC(C)Oc1ccc(CC(=O)NNC(=S)Nc2ccccc2)cc1	10.0%	78.3%	1.6%	-11.6%	2.6%
CCCc1cc(=O)[nH]c(SCC(=O)Nc2ccc(N3CCCCC3)cc2)n1	3.9%	17.7%	6.2%	2.5%	/
COc1ccc2sc(NC(=O)NC(=O)c3c(Cl)cccc3Cl)nc2c1	i	7.8%	4.1%	2.4%	3.0%
CC1CCCCN1C(=O)C12CCC(C)(C(=O)C1)C2(C)C (stereo unspecified)	0.7%	-1.9%	0.2%	-0.5%	0.2%
Cn1cccc1CNC1CCCCC1	i	-18.8%	-3.6%	2.1%	-7.8%
CCN(CC)CCCNC(=O)c1cc(-c2ccc(Cl)cc2)on1	i	28.9%	1.9%	-15.1%	-2.9%
CC(=O)Nc1ccc(-c2cn3cccnc3n2)cc1	0.3%	-3.0%	-14.7%	-0.8%	0.2%
NC(=O)Cn1nc(C(F)(F)F)c2c1CCCC2	i	-8.6%	-2.4%	-8.3%	5.1%
O=C(CSc1nc2ncc(Br)cc2[nH]1)c1ccc([N+](=O)[O-])cc1	1.5%	-13.4%	-10.4%	5.3%	-1.2%
O=C(N/N=C/c1ccc(N2CCOCC2)cc1)c1ccccc1NS(=O)(=O)c1cccs1	1.2%	3.8%	-2.1%	-6.0%	4.5%
O=C(O)CN1C(c2ccccc2)=Nc2ccc(Br)cc2C1c1ccccc1 (stereo unspecified)	i	/	13.2%	-4.1%	-7.6%
CCc1[nH]c(C)c(C(C)=O)c1C	i	10.7%	1.0%	2.3%	-9.1%
COc1ccc(CCn2nnnc2C(c2ccc(Cl)cc2)N2CCN(C)CC2)cc1OC (stereo unspecified)	i	1.3%	-4.0%	1.4%	4.0%
Cc1noc(C)c1CC(=O)N1CCCC(N2CCN(c3ccccc3F)CC2)C1 (stereo unspecified)	0.3%	-7.1%	-2.5%	-1.2%	-4.2%
COc1cccc(CN(C(=O)/C=C/c2ccc(Cl)cc2)C2CCS(=O)(=O)C2)c1 (stereo unspecified)	0.6%	32.8%	3.8%	-7.8%	4.0%
Cc1c(NC(=S)NC(=O)c2cc3ccccc3o2)cccc1C(=O)O	1.4%	-10.5%	-1.2%	7.4%	5.0%
CCCCn1c(N)c(N(CCOC)C(=O)c2ccc(S(=O)(=O)N3CCCCCC3)cc2)c(=O)[nH]c1=O	4.5%	-7.8%	-4.2%	-1.0%	6.2%
O=C(CN1C(=O)COc2ccccc21)NCCCN1CCCC1	4.1%	-0.4%	-3.2%	0.3%	0.2%
CCC(CC)Nc1ccc(C(CC(N)=O)NC(=O)Cc2cccc3ccccc23)cc1[N+](=O)[O-] (stereo unspecified)	1.8%	-10.1%	-4.2%	3.7%	-9.8%
Cc1cccc(OCC(=O)N2CCN(C(=O)Cc3ccccc3)CC2)c1	1.3%	-1.6%	0.6%	1.6%	19.3%

The list goes on, overlapping the part above by 3 compounds.
SMILES	inhibitors of VEEV	tuberculosis growth	M. tuberculosis HTS	H1N1 NS1A inhibition	PhoP GFP inhibition	others
O=C(CN1C(=O)COc2ccccc21)NCCCN1CCCC1	4.1%	-0.4%	-3.2%	0.3%	0.2%
CCC(CC)Nc1ccc(C(CC(N)=O)NC(=O)Cc2cccc3ccccc23)cc1[N+](=O)[O-] (stereo unspecified)	1.8%	-10.1%	-4.2%	3.7%	-9.8%
Cc1cccc(OCC(=O)N2CCN(C(=O)Cc3ccccc3)CC2)c1	1.3%	-1.6%	0.6%	1.6%	19.3%
Cc1nn(-c2ccc([N+](=O)[O-])cc2)c2c1C(c1cccc(Br)c1)N1C(=N2)C(=O)Nc2ccccc21 (stereo unspecified)	5.9%	75.3%	15.9%	0.3%	-2.3%
Cc1cc(C)nc(NS(=O)(=O)c2ccc(N/C=C/C(=O)c3ccc(Cl)c(Cl)c3)cc2)n1	1.4%	-13.7%	-0.7%	-9.1%	4.9%
C=CCN1C(c2ccc(Br)cc2)=CS/C1=C(/C#N)c1nnc(N2CCOCC2)n1-c1ccccc1	5.1%	29.1%	29.4%	20.0%	0.9%
O=c1c(-c2ccccc2)cnc2n1CCS2	1.3%	-7.1%	4.5%	-5.7%	-1.7%
Cc1cn(C2CCCCC2)c(=O)n(-c2ccccc2)c1=O	1.6%	/	/	-2.4%	/
COc1ccc(S(=O)(=O)N2CCOCC2)cc1NC(=O)CN1C(=O)CN(C)C1=O	0.3%	-1.9%	-3.7%	-2.8%	/
O=S(=O)(NC1CCCCC1)c1ccc(Br)s1	i	15.1%	5.2%	8.8%	7.8%
C=CCn1c(COc2ccccc2)nnc1SCC(=O)Nc1ccc2c(c1)OCCO2	0.1%	15.8%	4.4%	-16.7%	1.7%
CCOc1cc(N2CCOCC2)c(OCC)cc1NC(=O)COC(=O)c1ccccc1OC(F)F	3.7%	/	/	2.8%	/
Cn1c(=O)c(C(=O)Nc2ncccc2O)c(O)c2ccccc21	6.0%	-0.1%	2.3%	-1.6%	-9.1%	inhibitors of VEEV 10K pilot screen=4.3
CCOc1ccc(NC(=O)CN(C)C(=O)CC2CCCC2)cc1OCC	1.4%	-12.8%	-4.4%	4.7%	/
CCNC(=S)NNc1ccccc1	0.4%	?	-2.4%	/	0.6%
Cc1ccc(CN2CCN(Cc3cccn3-c3nccs3)CC2CCO)cc1 (stereo unspecified)	0.3%	8.2%	-3.5%	-5.5%	4.9%
CCOC(=O)c1c(CN(C)C)n(C)c2c(O)c(N=NC(N)=O)c3ccc(Br)cc3c12	1.8%	?	36.7%	-0.9%	-6.2%
Cc1ccc(Nc2ccc(C(=O)NC3CCCCC3)cn2)cc1	1.6%	44.8%	-7.5%	-2.3%	12.0%
O=C(NCc1ccccc1)c1ccc(Br)cc1	0.4%	70.1%	36.8%	4.0%	1.9%
Cc1ccccc1NC(=O)CN1CCN(Cc2ccccc2)CC1	1.4%	-3.4%	3.0%	-33.4%	3.2%
CC(=O)c1c(C)nc2ccc(C)cc2c1-c1ccccc1	1.4%	9.4%	-1.9%	5.1%	-5.2%
CC(=O)c1ccc(OCCCC(=O)Nc2ccc(S(=O)(=O)N3CCOCC3)cc2)cc1	5.8%	-8.9%	-3.0%	-6.1%	0.8%
NCCS(=O)(=O)NC1CCCCC1	0.3%	11.5%	7.4%	2.0%	8.8%

Sorted by heavy-atom count (largest number first): some entries from above.
SMILES	inhibitors of VEEV	tuberculosis growth	M. tuberculosis HTS	H1N1 NS1A inhibition	PhoP GFP inhibition	others
Cc1nn(-c2ccc([N+](=O)[O-])cc2)c2c1C(c1cccc(Br)c1)N1C(=N2)C(=O)Nc2ccccc21 (stereo unspecified)	5.9%	75.3%	15.9%	0.3%	-2.3%
CC(=O)c1ccc(OCCCC(=O)Nc2ccc(S(=O)(=O)N3CCOCC3)cc2)cc1	5.8%	-8.9%	-3.0%	-6.1%	0.8%
CCOC(=O)c1c(CN(C)C)n(C)c2c(O)c(N=NC(N)=O)c3ccc(Br)cc3c12	1.8%	?	36.7%	-0.9%	-6.2%
COc1ccc(S(=O)(=O)N2CCOCC2)cc1NC(=O)CN1C(=O)CN(C)C1=O	0.3%	-1.9%	-3.7%	-2.8%	/
Cc1ccc(CN2CCN(Cc3cccn3-c3nccs3)CC2CCO)cc1 (stereo unspecified)	0.3%	8.2%	-3.5%	-5.5%	4.9%
CCOc1ccc(NC(=O)CN(C)C(=O)CC2CCCC2)cc1OCC	1.4%	-12.8%	-4.4%	4.7%	/
Cc1ccccc1NC(=O)CN1CCN(Cc2ccccc2)CC1	1.4%	-3.4%	3.0%	-33.4%	3.2%
Cc1ccc(Nc2ccc(C(=O)NC3CCCCC3)cn2)cc1	1.6%	44.8%	-7.5%	-2.3%	12.0%
CC(=O)c1c(C)nc2ccc(C)cc2c1-c1ccccc1	1.4%	9.4%	-1.9%	5.1%	-5.2%
O=C(NCc1ccccc1)c1ccc(Br)cc1	0.4%	70.1%	36.8%	4.0%	1.9%
O=c1c(-c2ccccc2)cnc2n1CCS2	1.3%	-7.1%	4.5%	-5.7%	-1.7%
NCCS(=O)(=O)NC1CCCCC1	0.3%	11.5%	7.4%	2.0%	8.8%

(more compounds)
SMILES	inhibitors of VEEV	tuberculosis growth	M. tuberculosis HTS	H1N1 NS1A inhibition	PhoP GFP inhibition	others
CCOC(=O)C1(Cc2ccc(Cl)cc2)CCN(C(=O)c2ccoc2)CC1	7.3%	12.3%	7.7%	-5.0%	7.5%
CCn1c(CC(C)C)n[nH]c1=S	4.9%	5.6%	-5.3%	-9.1%	-9.3%
COc1ccc2c(CC(=O)Nc3ncc(C)s3)coc2c1	i	-4.3%	-0.9%	-2.6%	-2.7%
CN(C)S(=O)(=O)c1cccc(CNCC2COc3ccccc3O2)c1 (stereo unspecified)	0.3%	5.8%	3.9%	22.3%	-1.9%
O=C(CN1CCOCC1)NN=C(c1ccccc1)c1ccccc1	0.8%	-3.6%	0.8%	-5.6%	8.5%
Cc1ccsc1/C=N/NC(=O)CNC(=O)c1ccccc1	2.7%	-0.4%	-1.6%	-2.6%	4.1%
CC(=O)N1CCOc2ccc(S(=O)(=O)N3CC(C)CC(C)C3)cc21 (stereo unspecified)	1.4%	-13.1%	-9.1%	-3.2%	-5.4%
COc1ccc(NC(=O)c2cccs2)cc1	1.1%	-1.5%	-11.1%	-14.1%	-8.3%
CC1CC(N(C(=O)c2ccco2)c2ccccc2)c2ccccc2N1 (stereo unspecified)	2.5%	34.7%	-4.2%	5.8%	2.8%
COCC(C)n1c(COc2ccccc2F)nnc1SCc1c(C)noc1C (stereo unspecified)	i	17.6%	-2.7%	3.9%	0.7%	inhibitors of VEEV 10K pilot screen=1.4
O=C(c1ccc([N+](=O)[O-])o1)N1CCOCC1	0.6%	/	-2.4%	-8.5%	76.8µM*
O=C(Nc1ccc(N2CCOCC2)cc1)C1CCN(S(=O)(=O)c2ccccc2F)CC1	1.1%	2.4%	-5.2%	-25.8%	28.5%
CCOc1ccc(OCCCCN2CCCC2)cc1	0.1%	-5.3%	7.4%	-1.0%	2.8%
CC(=O)OCn1ncc(N2CCOCC2)c(Br)c1=O	0.3%	-5.5%	-0.3%	-25.6%	-0.7%
CN(C)c1ccc(/C=N/NC(=O)CN(c2cccc(Cl)c2)S(C)(=O)=O)cc1Br	6.3%	8.2%	0.3%	3.2%	1.6%
Cc1nn(Cc2ccccc2)c(Cl)c1/C=C/C(=O)OC(C)C(=O)N1CCCC1 (stereo unspecified)	0.5%	6.9%	-1.7%	-5.1%	3.2%
COc1ccc(CC(=O)OCC(=O)N2CCc3ccccc32)cc1OC	i	15.0%	3.4%	0.4%	/
Cc1ccccc1C1c2[nH]c3ccccc3c2CCN1C(=O)c1ccc(=O)n(C)n1 (stereo unspecified)	1.4%	10.8%	53.9%	11.8%	0.7%
CS(=O)(=O)N(CC(=O)Nc1c(F)cccc1F)Cc1ccccc1	1.2%	2.7%	8.4%	0.1%	2.7%
Cc1cccc(N2CCN(C(=O)CCn3c(=O)[nH]c4ccccc4c3=O)CC2)c1C	5.9%	50.2%	24.3%	0.1%	6.1%
COC(=O)CC1NCCc2cc(OC)c(OC)cc21 (stereo unspecified)	1.0%	7.4%	-4.7%	-11.3%	-7.4%
O=S(=O)(c1ccc(NC(=S)N/N=C/c2ccc(N3CCOCC3)cc2)cc1)N1CCOCC1	0.7%	-17.4%	8.4%	-6.9%	7.8%
COc1cccc(-c2noc(CCC(=O)NCCc3ccccc3)n2)c1	i	34.7%	6.8%	-18.8%	2.7%
COC(=O)CSc1[nH]c2ccccc2c1[N+](=O)[O-]	i	?	-2.4%	3.5%	17.2%
NC(=S)N/N=C/c1coc2cc(Cl)ccc2c1=O	0.7%	55.1%	65.8%	-3.5%	-4.5%	inhibitors of VEEV 10K pilot screen=3.7
N/C(=N\OC(=O)c1ccccc1)c1ccncc1	6.5%	-0.1%	-19.4%	-5.3%	0.2%
CCN(CCn1cccn1)C(=O)c1ccc2nc(Cc3ccc(OC)cc3)oc2c1	0.1%	4.7%	2.2%	11.2%	-0.8%
CC(=O)C(N=Nc1ccccc1)(Sc1nnc(-c2ccccc2)n1-c1ccccc1)C(C)=O	0.6%	63.2%	-6.0%	-4.6%	8.0%
